EBNA-1 inhibitor: blocks EBNA-1 binding to DNA; AID 1950; 300,000 tested, 0.34% active; EBNA-1 DNA binding, fluorescence polarization; inhibition, % at 14.8 µM; in the data active = inhibition above about 28%
PAD4 FP inh: PAD4 (human) enzyme inhibition | Q9UM07 | recombinant PAD4, RCA probe fluorescence polarization | inhibition, % at 6.36 µM | 330,000 tested, 0.41% active | AID 485272;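 active = percent inhibition above a cutoff equal to the mean of all tested compounds plus 3 SD, cut at about 15% in these data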;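 note: 0% = PAD4 with RCA probe and DMSO and 100% = probe without PAD4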
PAFAH1B3 inh: inhibitors of human PAFAH1B3. Q15102. recombinant PAFAH1B3, FP-rhodamine probe, fluorescence polarization. inhibition, % at 3.39 µM. 340,000 tested, 0.28% active. AID 492972;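 active = inhibition above the screen-wide average of all tested compounds plus 3 SD, cut at about 25% in these data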;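 note: 0% = enzyme with DMSO only and 100% = wells lacking PAFAH1B3 protein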
LYPLA2 inh: counter-screen for PME1 inhibitors: inhibitors of human LYPLA2; recombinant LYPLA2, FP-Rh probe fluorescence polarization; 320,000 tested, 0.38% active; AID 2177; inhibition, % at 5.9 µM; O95372;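 active = inhibition above the screen-wide mean plus 3 SD, limit set per campaign, cut at about 26% in these data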;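 note: 0% = LYPLA2 with DMSO and 100% = wells lacking LYPLA2 enzyme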
Target sequence (O95372 whole entry, looked up): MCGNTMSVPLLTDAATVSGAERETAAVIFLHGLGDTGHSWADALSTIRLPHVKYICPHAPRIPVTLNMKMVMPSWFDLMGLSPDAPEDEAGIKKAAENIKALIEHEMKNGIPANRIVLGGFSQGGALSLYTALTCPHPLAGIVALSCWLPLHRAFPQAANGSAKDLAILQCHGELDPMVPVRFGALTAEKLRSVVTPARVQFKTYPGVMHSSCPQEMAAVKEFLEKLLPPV
ZTA counter: counter-screen for EBNA-1 inhibitors: inhibitors of Epstein-Barr virus ZTA; ZTA-DNA binding, fluorescence polarization; AID 2234; 320,000 tested, 0.15% active; P03206; inhibition, % at 11 µM; in the data active = inhibition above about 33%
Target sequence (P03206 whole entry, looked up): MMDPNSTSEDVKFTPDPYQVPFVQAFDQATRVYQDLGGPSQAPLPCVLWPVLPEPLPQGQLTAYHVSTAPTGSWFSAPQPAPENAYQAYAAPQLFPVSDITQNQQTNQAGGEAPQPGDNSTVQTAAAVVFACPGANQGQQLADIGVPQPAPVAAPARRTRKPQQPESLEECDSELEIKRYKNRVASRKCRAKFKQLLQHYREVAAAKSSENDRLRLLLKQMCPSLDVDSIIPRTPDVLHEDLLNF
PREPL inh: human PREPL enzyme inhibition. recombinant PREPL, fluorescence polarization activity-based probe. inhibition, % at 5.96 µM. Q4J6C6. 320,000 tested, 0.68% active. AID 2751; in the data active = inhibition above about 43%;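 note: 0% = enzyme with DMSO and 100% = wells lacking enzyme; many of its hits are not listed in these tables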
LYPLA1 counter: counter-screen for PME1 inhibitors: inhibitors of human LYPLA1; O75608; recombinant LYPLA1, FP-Rh probe fluorescence polarization; inhibition, % at 5.9 µM; 320,000 tested, 0.16% active; AID 2174;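 active = inhibition above the mean of all tested compounds plus 3 SD, set per campaign, cut at about 14% in these data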;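 note: inhibitors block serine hydrolase probe labeling of LYPLA1 so polarization falls; 0% = enzyme with DMSO and 100% = wells lacking LYPLA1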
Target sequence (O75608 whole entry, looked up): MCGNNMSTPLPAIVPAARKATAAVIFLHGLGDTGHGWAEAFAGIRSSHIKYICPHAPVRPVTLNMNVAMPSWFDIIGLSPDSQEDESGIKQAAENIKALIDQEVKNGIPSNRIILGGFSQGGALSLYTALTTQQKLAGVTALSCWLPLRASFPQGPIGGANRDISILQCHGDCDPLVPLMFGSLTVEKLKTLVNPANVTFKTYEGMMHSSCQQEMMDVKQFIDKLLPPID
PAFAH2 FP inh: inhibitors of human PAFAH2 | Q99487 | recombinant PAFAH2, FP-rhodamine activity probe, fluorescence polarization | inhibition, % at 3.39 µM | 340,000 tested, 0.99% active | AID 492956;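 active = inhibition above the mean over all tested compounds plus 3 SD, cut at about 30% in these data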;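 note: inhibitors block probe labeling of enzyme so polarization drops; 0% = enzyme with DMSO and 100% = wells lacking PAFAH2 protein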
GSTO1 counter: blocks human GSTO1 in RBBP9 counter-screen; AID 1974; 300,000 tested, 1.1% active; inhibition, % at 5.96 µM; recombinant GSTO1, activity-based probe fluorescence polarization;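 active = inhibition above the campaign mean inhibition plus 3 SD, cut at about 35% in these data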;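 note: 0% = GSTO1-1 with DMSO and 100% = wells lacking GSTO1-1 enzyme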
Target sequence (P78417 whole entry, looked up): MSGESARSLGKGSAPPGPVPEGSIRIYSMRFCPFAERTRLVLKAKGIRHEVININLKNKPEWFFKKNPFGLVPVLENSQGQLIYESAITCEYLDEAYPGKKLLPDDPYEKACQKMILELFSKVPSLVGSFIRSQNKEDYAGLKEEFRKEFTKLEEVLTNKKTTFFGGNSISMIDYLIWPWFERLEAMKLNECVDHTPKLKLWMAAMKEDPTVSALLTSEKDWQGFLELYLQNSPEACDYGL
The depositor's hits bear a star; nt = not tested or not shown.

| SMILES | EBNA-1 inhibitor | PAD4 FP inh | PAFAH1B3 inh | LYPLA2 inh | ZTA counter | PREPL inh | LYPLA1 counter | PAFAH2 FP inh | GSTO1 counter |
| --- | --- | --- | --- | --- | --- | --- | --- | --- | --- |
| CN(C)c1ncnc2sc(-c3ccccc3)cc12 | 3 | -2 | -2 | 7 | 2 | 3 | 0 | -3 | 3 |
| CC1(C)CNc2cc([N+](=O)[O-])ccc2S1 | -2 | -10 | -3 | -4 | -13 | 4 | -3 | 1 | -1 |
| CC1(C)CN2C(=S)N(c3ccccc3)C(c3ccccc3)N2C1 (stereo not drawn) | 7 | -1 | 2 | 6 | -9 | 5 | 1 | 0 | -1 |
| O=C(NCCc1ccccc1)c1ccc2c(c1)N(Cc1ccccc1)C(=O)CS2=O (stereo not drawn) | 8 | -4 | 4 | -1 | 10 | 8 | -2 | 0 | -6 |
| CC1(C)C2CCC1(CS(=O)(=O)NCc1ccc(C(F)(F)F)cc1)C(=O)C2 (stereo not drawn) | -2 | 1 | -1 | 3 | -11 | 7 | -4 | -11 | -5 |
| Cc1cc(/C=N\NC(=O)CC(=O)NC2CCCCC2)c(C)n1-c1ccc(Cl)cc1 | 2 | -4 | 6 | 1 | 17 | 13 | -2 | 1 | -3 |
| COc1cc(CNCc2ccccc2)ccc1OCC(O)c1ccccc1 (stereo not drawn) | -26 | -6 | 5 | 4 | 7 | 0 | -1 | -8 | -2 |
| COc1ccc(OC)c(S(=O)(=O)Nc2c(C)n(C)n(-c3ccccc3)c2=O)c1 | -8 | 0 | 1 | 1 | 4 | 5 | 1 | 0 | 6 |
| Cc1onc(-c2ccccc2Cl)c1C(=O)NC1CCS(=O)(=O)C1 (stereo not drawn) | 0 | 2 | -1 | -3 | 9 | -1 | -1 | 1 | 2 |
| CC(C)Oc1cccc(OCCN2C(=O)c3ccccc3C2=O)c1 | -8 | 6 | 6 | -10 | -4 | -6 | -3 | -6 | 8 |
| NC(=O)Cn1c(-c2nonc2N)nc2ccccc21 | -2 | -3 | 6 | 1 | 4 | 4 | 0 | 5 | 13 |
| C[C@H](CO)N1C[C@H](C)[C@@H](CN(C)Cc2ccc3c(c2)OCO3)Oc2c(NC(=O)C3CC3)cccc2C1=O | nt | -2 | -7 | nt | nt | 8 | nt | 1 | nt |
| Cc1ccc(N2C(=O)C(Cl)=C(N3CCOCC3)C2=O)c(C)c1 | -6 | 2 | 3 | 9 | -4 | 9 | 3 | -5 | -3 |
| COc1ccc(N2CCN(S(=O)(=O)CCNC(=O)COc3ccccc3)CC2)cc1 | -3 | -4 | 2 | -1 | 5 | 6 | 1 | -2 | 0 |
| CCCC(=O)OC/C(O)=C(\C#N)c1nc2ccccc2[nH]1 | 9 | -1 | 7 | 3 | 3 | 3 | -1 | -3 | 9 |
| CN(CC(=O)NC(=O)NCc1ccccc1)CC(=O)Nc1ccc(Cl)c(C(F)(F)F)c1 | -16 | 1 | 8 | -10 | -12 | 3 | -3 | -1 | 2 |
| O=C(NCc1ccc(F)cc1)c1cccc2c1C(=O)c1ccc(N3CCOCC3)cc1S2(=O)=O | nt | -3 | -3 | -3 | -3 | 18 | 0 | 6 | nt |
| CC1(c2ccc(Cl)cc2)NC(=O)N(CC(=O)N2CCCC2)C1=O (stereo not drawn) | -9 | -1 | 0 | 2 | -13 | 6 | 4 | 8 | -4 |
| CCOc1ccc(-c2c[n+]3c(n2-c2ccccc2)CCCCC3)cc1 | -2 | -7 | 7 | -3 | 8 | 8 | -1 | -7 | -1 |
| COC(=O)c1nc2nc(C)cc(=O)n2[nH]1 | -2 | -1 | 4 | -1 | 5 | -1 | -9 | 11 | 4 |
| COc1ccc(NC(=S)Nc2cc(C)cc(C)n2)cc1OC | -10 | 3 | 9 | 4 | 4 | 3 | 3 | 3 | -1 |
| CS(=O)(=O)N1CCC(C(=O)O)CC1 | -6 | 2 | 14 | 5 | -7 | 5 | 0 | 2 | -2 |
| Cc1ccc(S(=O)(=O)NC(CC(C)C)C(=O)N2CCOCCOCCOCC2)cc1 (stereo not drawn) | -16 | -2 | -6 | 2 | 8 | -2 | 2 | 3 | -1 |
| O=C(CNC(=O)c1ccc(Br)o1)NCC1CCCCC1 | nt | -1 | 2 | -2 | -2 | 3 | 2 | 5 | nt |
| Cc1noc(C)c1COC(=O)c1cccc(N(C)C)c1 | -1 | -2 | 3 | 2 | -17 | 5 | -3 | 3 | 6 |
| C[C@@H]1COC(=O)[C@@H](Cc2ccc(F)cc2)C/C=C\C[C@@H](CC(=O)N(CCO)Cc2ccccc2)C(=O)N1 | nt | -8 | 3 | nt | nt | 19 | nt | -4 | nt |
| COc1ccccc1N1CCN(c2ccc3ccccc3n2)CC1 | -29 | -1 | 6 | -1 | -9 | 14 | 1 | 11 | 3 |
| O=C(CSCc1ccc(Br)cc1)NC1CC1 | -14 | -2 | 11 | 6 | 12 | -2 | 3 | 0 | 10 |
| COc1cccc(CCNC(=O)CCc2nnc(-c3cc(C)oc3C)o2)c1 | -10 | -1 | 5 | 8 | 7 | 1 | 3 | 1 | 2 |
| Nc1cc(-c2ccc(OC(F)(F)F)cc2)nn1-c1ccc(Cl)c(Cl)c1 | 2 | 1 | nt | -14 | 9 | 10 | -8 | nt | 1 |

Some of the entries above, set out differently:
Below each SMILES – EBNA-1 inhibitor | PAD4 FP inh | PAFAH1B3 inh | LYPLA2 inh | ZTA counter | PREPL inh | LYPLA1 counter | PAFAH2 FP inh | GSTO1 counter
- CC1(c2ccc(Cl)cc2)NC(=O)N(CC(=O)N2CCCC2)C1=O (stereo not drawn)
  -9 | -1 | 0 | 2 | -13 | 6 | 4 | 8 | -4
- CCOc1ccc(-c2c[n+]3c(n2-c2ccccc2)CCCCC3)cc1
  -2 | -7 | 7 | -3 | 8 | 8 | -1 | -7 | -1
- COC(=O)c1nc2nc(C)cc(=O)n2[nH]1
  -2 | -1 | 4 | -1 | 5 | -1 | -9 | 11 | 4
- COc1ccc(NC(=S)Nc2cc(C)cc(C)n2)cc1OC
  -10 | 3 | 9 | 4 | 4 | 3 | 3 | 3 | -1
- CS(=O)(=O)N1CCC(C(=O)O)CC1
  -6 | 2 | 14 | 5 | -7 | 5 | 0 | 2 | -2
- Cc1ccc(S(=O)(=O)NC(CC(C)C)C(=O)N2CCOCCOCCOCC2)cc1 (stereo not drawn)
  -16 | -2 | -6 | 2 | 8 | -2 | 2 | 3 | -1

More structures follow.
| SMILES | EBNA-1 inhibitor | PAD4 FP inh | PAFAH1B3 inh | LYPLA2 inh | ZTA counter | PREPL inh | LYPLA1 counter | PAFAH2 FP inh | GSTO1 counter |
| --- | --- | --- | --- | --- | --- | --- | --- | --- | --- |
| COc1cccc(C(=O)NCCS(=O)(=O)N2CCC(C)CC2)c1 | 6 | 2 | -1 | 1 | 2 | 3 | 1 | 2 | 2 |
| COc1ccc(S(=O)(=O)n2nc(OC(C)=O)cc2N(C(C)=O)C(C)=O)cc1 | 9 | -6 | 0 | -2 | 4 | -1 | -4 | 1 | 8 |
| NS(=O)(=O)c1ccc(Sc2ccccn2)c([N+](=O)[O-])c1 | 5 | 2 | nt | 6 | -3 | 2 | 1 | nt | 4 |
| Cc1ccc(NC(=O)NCCCN2CCCC2=O)cc1C | -10 | 2 | -3 | 5 | 0 | -2 | 2 | 3 | -3 |
| Cc1ccccc1NC(=O)C1CC(=O)n2ncnc2N1 (stereo not drawn) | 9 | 0 | 2 | 1 | 9 | -5 | -1 | 1 | 6 |
| CCOc1cc(CNCc2ccncc2)cc(Br)c1OCc1ccccc1F | 5 | -10 | 2 | 1 | 13 | -13 | 0 | -2 | -5 |
| O=C(c1nnc(-c2ccccc2)o1)C1CC1 | 1 | -2 | 6 | 0 | 7 | 7 | -1 | -3 | 3 |
| COc1ccccc1N1CCN(C(=O)CSc2nc(-c3ccccc3)cc(=O)[nH]2)CC1 | 2 | -2 | 2 | -3 | -8 | -1 | 2 | -3 | -5 |
| Cc1cc(C)n(S(=O)(=O)c2ccc3oc(=O)ccc3c2)n1 | 6 | 5 | -8 | -1 | 14 | -1 | -5 | 5 | -1 |
| CCC(C)Sc1ccc(-c2nc3cnccn3c2NC2CCCCC2)cc1 (stereo not drawn) | 9 | -4 | 12 | -6 | -16 | 27 | -7 | 18 | -3 |
| CC(=O)Nc1nc(=S)ss1 | -10 | 0 | -1 | 1 | 3 | -2 | -5 | 0 | 0 |
| O=C(O)c1cc(NC(=O)c2cccc(N3C(=O)c4ccccc4C3=O)c2)cc(C(=O)O)c1 | 3 | -1 | 6 | -7 | 6 | -4 | -2 | 5 | 2 |
| O=C(CCc1ccc(S(=O)(=O)N2CCOCC2)cc1)N1CCc2ccccc2C1 | -8 | 1 | 7 | 3 | -4 | 18 | 0 | -3 | 7 |
| O=C1C(C=NCCCN2CCCC2=O)=C(O)c2ccccc21 | -10 | -4 | 8 | 10 | 17 | -2 | -1 | 2 | -4 |
| CN(C)c1ccc(NC(=O)CSc2nnc(-c3ccco3)c(-c3ccco3)n2)cc1 | -7 | -5 | -7 | 5 | -2 | 7 | 3 | 10 | 19 |
| C=CCNC(=O)COC(=O)c1ccc(C)c(NC(=O)c2ccco2)c1 | -9 | -4 | 0 | -3 | -3 | -6 | 4 | 36* | -1 |
| CC(=O)c1cccc(S(=O)(=O)NC(C)C2CC3CCC2C3)c1 (stereo not drawn) | 11 | 1 | 3 | 5 | -8 | 2 | 1 | 6 | -3 |
| O=C(Cc1ccccc1)N/N=C/c1cc(Br)cs1 | -6 | 4 | 8 | -4 | -6 | -7 | 2 | 6 | 1 |
| O=C(C1CC(=O)N(C2CCCC2)C1)N1CCN(c2cccc(Cl)c2)CC1 (stereo not drawn) | 9 | 0 | 5 | 2 | 7 | 2 | 4 | 0 | 9 |
| c1ccc2c(c1)nc1n2CN(Cc2ccc3c(c2)OCO3)CN1 | 5 | -6 | 1 | 5 | -6 | -5 | 1 | -2 | -1 |
| COCC(C)N1C(=O)Cc2c1nc(N)c1c(N)nc(N3CCN(c4ccccc4F)CC3)c(C#N)c21 (stereo not drawn) | -5 | -10 | 4 | 4 | 5 | 39 | -2 | 5 | 19 |
| Cc1sc(NC(=O)c2ccco2)nc1-c1ccc2c(c1)CC(C)N2C(=O)C1CC1 (stereo not drawn) | 4 | 3 | 6 | -6 | 0 | 15 | 0 | 5 | -2 |
| Cc1cc(=O)[nH]c(N/N=C/c2ccc([N+](=O)[O-])cc2)n1 | 2 | -3 | nt | 3 | 28 | 1 | 3 | nt | 4 |
| COc1ccc(S(=O)(=O)N2CCCC2CNC(=O)C(=O)NCc2ccco2)cc1 (stereo not drawn) | 3 | 1 | 12 | 3 | 9 | 7 | -2 | -2 | -5 |
| O=C(c1cccc(S(=O)(=O)NCc2ccccc2)c1)N1CCN(c2ccc(F)cc2)CC1 | nt | 3 | 6 | 0 | 6 | 26 | -5 | 1 | nt |
| CC(C)CNS(=O)(=O)c1ccc(CCC(=O)NCC2CCCO2)cc1 (stereo not drawn) | 7 | 0 | -1 | -4 | -6 | -2 | 1 | -4 | -10 |
| CC1=CC(C)(C)N=C(Nc2ccc(C)cc2)S1 | -12 | -3 | 6 | 5 | -5 | 3 | -1 | 4 | -7 |

Part of the list above in a different format.
COc1cccc(C(=O)NCCS(=O)(=O)N2CCC(C)CC2)c1
  EBNA-1 inhibitor = 6	PAD4 FP inh = 2	PAFAH1B3 inh = -1	LYPLA2 inh = 1	ZTA counter = 2	PREPL inh = 3	LYPLA1 counter = 1	PAFAH2 FP inh = 2	GSTO1 counter = 2

COc1ccc(S(=O)(=O)n2nc(OC(C)=O)cc2N(C(C)=O)C(C)=O)cc1
  EBNA-1 inhibitor = 9	PAD4 FP inh = -6	PAFAH1B3 inh = 0	LYPLA2 inh = -2	ZTA counter = 4	PREPL inh = -1	LYPLA1 counter = -4	PAFAH2 FP inh = 1	GSTO1 counter = 8

Not all compounds are listed; the hit share may differ from the screen's.
